High-throughput results from PubChem BioAssay.
HCV core dimer – inhibitors of HCV core protein dimerization, primary screen, biochemical, TR-FRET, high-throughput | TR-FRET GST/Flag-core106 dimerization, 1536-well | inhibition, % at 5 µM | hit rate 0.33% among 300,000;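 active = inhibition above the mean of all tested compounds plus 3 SD, set per screening campaign, cut at about 45% in these data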
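test system = GST/Flag-tagged HCV core106 proteins | probe or stimulus = Eu donor and XL665 acceptor anti-tag antibodies | times = compound-protein-antibody incubation 4 h at 22.5 °C | signal = TR-FRET, excitation 340 nm, emission 617 and 671 nm | measure = percent inhibition of core106 dimerization signal | controls = wells lacking GST-core106 and wells with excess unlabelled core106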
TPT1 inhibitor – Candida albicans TPT1 enzyme inhibitors, primary screen, biochemical, fluorescence polarization; tRNA 2'-phosphotransferase TPT1 (Candida albicans SC5314); recombinant caTPT1, FP RNA substrate dephosphorylation; inhibition, % at 5 µM; hit rate 0.81% among 300,000;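 active = inhibition above the mean of all tested compounds plus 3 SD, set per screening campaign, cut at about 24% in these data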;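 note: plate controls were DMSO alone for no effect and ferristatin control at 100 nM for full effect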
AHR act – AHR activators, primary screen, cell-based, luminescence, luciferase reporter, human; AHR-responsive luciferase reporter cells; activation, % at 5 µM; AID 2796, 2010; hit rate 2.5% among 320,000; in the data active = activation above about 47%;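 note: 0% = vehicle wells and 100% = reference agonist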
PP1 counter – PP1-alpha phosphatase inhibitors, primary screen, counter-screen for PP5 inhibitor project, biochemical, fluorescence, OMFP substrate, single point; Serine/threonine-protein phosphatase PP1-alpha catalytic subunit (Homo sapiens), P62136; purified PP1alpha; inhibition, % at 6.7 µM; hit rate 0.9% among 320,000;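 active = inhibition above the mean inhibition of all tested compounds plus 3 SD, computed separately for each screening campaign, cut at about 15% in these data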
Target sequence (P62136 whole entry, looked up): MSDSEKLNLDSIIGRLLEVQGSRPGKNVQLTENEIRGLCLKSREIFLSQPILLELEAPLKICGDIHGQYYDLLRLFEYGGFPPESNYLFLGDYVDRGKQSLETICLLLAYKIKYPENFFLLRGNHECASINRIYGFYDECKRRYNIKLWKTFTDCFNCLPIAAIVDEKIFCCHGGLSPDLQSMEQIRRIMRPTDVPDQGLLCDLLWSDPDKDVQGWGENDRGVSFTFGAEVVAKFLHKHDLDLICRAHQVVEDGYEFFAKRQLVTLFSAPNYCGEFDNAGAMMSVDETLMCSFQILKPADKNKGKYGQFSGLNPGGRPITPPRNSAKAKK
PAFAH2 inh – PAFAH2 enzyme inhibitors, primary screen, biochemical, fluorescence polarization, human; Platelet-activating factor acetylhydrolase 2, cytoplasmic (Homo sapiens), Q99487; recombinant PAFAH2, FP-rhodamine activity probe; inhibition, % at 3.39 µM; hit rate 0.99% among 340,000; AID 492956, 2010;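 active = inhibition above the mean over all tested compounds plus 3 SD, cut at about 30% in these data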;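 note: inhibitors block probe labeling of enzyme so polarization drops; 0% = enzyme with DMSO and 100% = wells lacking PAFAH2 protein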
procasp3 activ – activators of human procaspase-3 D3A mutant, primary screen, biochemical, absorbance, PC-3 D3A mutant, single concentration; Caspase-3 (Homo sapiens), P42574; recombinant procaspase-3 D3A, Ac-DEVD-pNA absorbance 405 nm; activation, % at 8.5 µM; hit rate 0.11% among 330,000; AID 463141, 2010;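 active = activation above the mean of all tested compounds plus 3 SD, cut at about 21% in these data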;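 note: 0% = DMSO alone and 100% = DMSO wells spiked with extra 5 µM PC-3 D3A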
Target sequence (P42574 whole entry D9A/D28A/D175A): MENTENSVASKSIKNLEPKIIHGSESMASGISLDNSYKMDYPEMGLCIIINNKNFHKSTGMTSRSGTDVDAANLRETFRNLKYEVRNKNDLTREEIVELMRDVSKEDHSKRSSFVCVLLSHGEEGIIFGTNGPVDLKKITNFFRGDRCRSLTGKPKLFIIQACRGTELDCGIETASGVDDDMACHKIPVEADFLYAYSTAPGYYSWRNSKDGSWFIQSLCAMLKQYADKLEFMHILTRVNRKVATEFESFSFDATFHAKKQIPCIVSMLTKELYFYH
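assay system = Procaspase-3 D3A mutant | signal = absorbance at 405 nm, 0 and 120 min | times = 1 h preincubation plus 2 h reaction at 25 °C | repeats = single replicate | read-out = % activation between DMSO and enzyme-spiked controls | medium = Zinc-free HEPES saline buffer with Triton X-100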
PP5 primary – PP5 phosphatase inhibitors, primary screen, biochemical, fluorescence. purified PP5c, OMFP substrate fluorescence. inhibition, % at 6.7 µM. AID 1987, 2009. Serine/threonine-protein phosphatase 5 (Homo sapiens), P53041. hit rate 0.18% among 320,000;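 active = inhibition above the campaign's mean inhibition across all tested compounds plus 3 SD, cut at about 9.5% in these data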;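 note: 0% = DMSO only and 100% = 100 µM cantharidin control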
Target sequence (P53041 whole entry, looked up): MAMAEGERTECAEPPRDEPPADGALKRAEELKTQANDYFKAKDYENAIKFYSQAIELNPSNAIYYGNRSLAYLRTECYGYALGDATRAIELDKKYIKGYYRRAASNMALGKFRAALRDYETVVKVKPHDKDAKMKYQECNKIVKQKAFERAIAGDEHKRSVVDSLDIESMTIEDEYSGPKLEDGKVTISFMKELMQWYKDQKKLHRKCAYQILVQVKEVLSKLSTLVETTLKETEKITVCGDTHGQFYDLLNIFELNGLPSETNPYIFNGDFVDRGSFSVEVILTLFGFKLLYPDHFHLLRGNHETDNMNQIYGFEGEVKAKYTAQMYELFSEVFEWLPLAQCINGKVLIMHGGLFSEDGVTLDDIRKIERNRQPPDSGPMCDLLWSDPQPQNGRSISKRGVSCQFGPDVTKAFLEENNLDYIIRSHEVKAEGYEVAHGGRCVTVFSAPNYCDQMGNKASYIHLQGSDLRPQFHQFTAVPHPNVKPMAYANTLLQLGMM
proCasp7 act – procaspase-7 activators, primary screen, counter-screen for procaspase-3 activator project, biochemical, absorbance, HTS, human | hit rate 0.093% among 330,000 | recombinant procaspase-7, Ac-DEVD-pNA absorbance 405 nm; D23A/D198A/D206A triple mutant, cannot self-cleave; scale: DMSO 0, 5 µM enzyme 100 | activation, % at 8.5 µM;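 active = percent activation above the screen-wide mean plus 3 SD, cut at about 25% in these data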
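Assay system – Uncleavable procaspase-7 mutant enzyme · Quantity – 2 µM procaspase-7 mutant as dispensed · Times – 1 h preincubation, 2 h reaction · Dosing – single nominal 8.5 µM compound dose, 0.8% DMSO final · Buffer or medium – Zinc-free 50 mM HEPES buffer, pH 7.4, with NaCl and Triton X-100 · Detection – Epi-absorbance of released pNA at 405 nm, two timepoints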
Fh CTSL1 inh – Fasciola hepatica cathepsin L1 inhibitors, primary screen, counter-screen for PFM18AAP inhibitor project, biochemical, QFRET, fluorogenic peptide substrate | recombinant F. hepatica cathepsin L1, Z-Leu-Arg-MCA fluorescence | hit rate 0.49% among 300,000 | inhibition, % at 5.96 µM;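 active = inhibition above the mean of all tested compounds plus 3 SD, set per screening campaign, cut at about 17% in these data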;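 note: 0% = plate median of test compound wells and 100% = 1 µM Z-Phe-Ala-diazomethylketone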
* = called active by the depositor; . = no result given.

Preview, 3 compounds:
1: Cc1cc(C)c(C#N)c(SCC(=O)Nc2ccccc2C)n1
2: COc1ccc(/C=N/NC(=O)C(=O)NCc2cccnc2)cc1
3: CCOC(=O)c1ccc(NC(=O)NC(C)C2CCCO2)cc1 (configuration not stated)
entry no.	1	2	3
HCV core dimer	1	-3	1
TPT1 inhibitor	2	-2	-1
AHR act	3	7	7
PP1 counter	-1	-3	4
PAFAH2 inh	3	2	-5
procasp3 activ	-3	2	1
PP5 primary	-0.6	4.2	-1.3
proCasp7 act	-3	-3	-2
Fh CTSL1 inh	5	4	0

All compounds of this part, previewed entries included:
1: Cc1cc(C)c(C#N)c(SCC(=O)Nc2ccccc2C)n1
2: COc1ccc(/C=N/NC(=O)C(=O)NCc2cccnc2)cc1
3: CCOC(=O)c1ccc(NC(=O)NC(C)C2CCCO2)cc1 (configuration not stated)
4: O=S(=O)(NCC(c1cccnc1)N1CCN(c2ccc(F)cc2)CC1)c1cc(F)ccc1F (configuration not stated)
5: COc1ccc(Cl)cc1NC(=O)C(C)Sc1n[nH]c(N)n1 (configuration not stated)
6: CCOc1ccc(-c2c(C(=O)N/N=C/c3ccc(OC)cc3)nnn2-c2nonc2N)cc1
7: CCCC(NCC(O)COc1ccc(-c2ccccc2)cc1)c1ccccc1 (configuration not stated)
8: Cc1cccc(NC(=O)c2c([N+](=O)[O-])c(C(C)(C)C)nn2C)c1
entry no.	1	2	3	4	5	6	7	8
HCV core dimer	1	-3	1	0	-2	3	-8	-3
TPT1 inhibitor	2	-2	-1	0	6	1	3	-2
AHR act	3	7	7	1	10	16	2	4
PP1 counter	-1	-3	4	1	-4	9	11	0
PAFAH2 inh	3	2	-5	-3	8	-7	0	0
procasp3 activ	-3	2	1	4	2	0	3	5
PP5 primary	-0.6	4.2	-1.3	0.9	4.7	-3.4	1.9	-0.3
proCasp7 act	-3	-3	-2	-2	9	2	-3	4
Fh CTSL1 inh	5	4	0	0	-1	7	0	-3

9: Cc1ccccc1Nc1nc(N)nc(COC(=O)c2cccc(S(=O)(=O)NCc3ccccc3)c2)n1
10: CC(C)COC(=O)Nc1ccc(C(=O)O)cc1
11: COc1ccc(NC(=O)COC(=O)CC2CCCC2)cc1
12: COc1cc2c(C#N)c(N3CCN(C)CC3)nc(N)c2c(N)n1
13: O=[N+]([O-])c1ccc(OCC(O)CN2CCN(c3ccccc3F)CC2)cc1 (configuration not stated)
14: Cc1ccc(N2CC(C(=O)Nc3c4c(nn3C(C)(C)C)CS(=O)(=O)C4)CC2=O)cc1 (configuration not stated)
15: O=C(CCc1nnc(CCCc2ccccc2)o1)NCC(F)(F)F
16: COc1ccc(-n2cc(CNC3CCC(O)CC3)c(-c3cccc(F)c3)n2)cc1 (configuration not stated)
entry no.	9	10	11	12	13	14	15	16
HCV core dimer	6	2	.	-6	-11	-2	-7	-2
TPT1 inhibitor	2	-4	.	-3	-3	3	-2	1
AHR act	9	-1	2	4	2	1	2	4
PP1 counter	1	-12	.	-2	3	-2	-4	-4
PAFAH2 inh	2	5	58*	-5	6	-3	-2	-3
procasp3 activ	5	-2	4	-2	10	-4	3	4
PP5 primary	5.9	4.8	.	8.0	-0.1	3.7	2.4	2.2
proCasp7 act	1	-12	0	-1	7	4	3	10
Fh CTSL1 inh	3	-5	.	2	1	-4	-1	0

17: Cc1nnc(NC(=O)c2ccc(F)c(S(=O)(=O)N3CCOCC3)c2)s1
18: Cc1ccc(NC(=S)NNC(=O)c2c([N+](=O)[O-])c(C)nn2C)cc1
19: COc1ccc(CC(=O)Nc2c(C(N)=O)oc3ccccc23)cc1
20: CC(C)c1ccccc1NC(=S)NCC1(N(C)C)CCCCC1
21: COc1ccc2nc(SCC(=O)N3CCCCC3)c(C#N)cc2c1
22: Nc1nc(CSCc2ccccc2)nc(N2CCOCC2)n1
23: COc1ccc(N(Cc2ccccc2)S(=O)(=O)c2ccc(C)cc2)cc1
24: CCOC(=O)N1CCN(S(=O)(=O)c2ccc3c(c2)CC(C)N3C(C)=O)CC1 (configuration not stated)
entry no.	17	18	19	20	21	22	23	24
HCV core dimer	.	-4	0	7	12	1	2	1
TPT1 inhibitor	.	-7	-1	1	-6	1	-1	-3
AHR act	2	3	2	-6	11	3	-3	3
PP1 counter	.	-3	-4	-5	-3	-2	-1	2
PAFAH2 inh	9	-8	5	2	-6	2	.	6
procasp3 activ	-6	-7	1	-7	-6	12	-4	-11
PP5 primary	.	1.5	1.7	1.4	2.7	1.8	4.2	0.8
proCasp7 act	-3	11	0	7	6	7	-14	-6
Fh CTSL1 inh	.	0	-3	0	-5	-3	-2	10

Values in list order from above.
Compounds 12–16 in TPT1 inhibitor: -3, -3, 3, -2, 1
Compounds 12–16 in proCasp7 act: -1, 7, 4, 3, 10

(continued)
25: COc1ccc(CCNC(=O)CN2CCC(C)CC2)cc1OC
26: COc1ccc(NC(=O)CSc2nnc(Cc3ccc(C)cc3)c(=O)n2N)cc1OC
27: O=C(N/N=C/C=C/c1ccccc1)c1ccc(Br)cc1
28: CNc1nc(N)c([N+](=O)[O-])c(Nc2cccc(F)c2)n1
29: COc1ccc(NC(=O)c2ccc(NC(=O)CN3CCN(c4ccccc4)CC3)cc2)cc1
30: CC1=C(C(=O)Nc2ccccc2)C2(CCCCC2)C(C#N)=C(S)N1
31: COC(=O)C1=C(C)NC(=S)NC1c1sccc1C (configuration not stated)
32: CC(=O)Nc1ccc(-c2nn[nH]n2)cc1Cl
entry no.	25	26	27	28	29	30	31	32
HCV core dimer	-3	-4	2	9	.	14	0	-4
TPT1 inhibitor	-3	-3	-3	-4	.	11	2	-3
AHR act	2	5	4	16	-1	8	-1	0
PP1 counter	-1	-2	0	-7	.	0	-3	-4
PAFAH2 inh	6	-3	-3	7	-2	0	6	2
procasp3 activ	-2	1	0	4	1	-23	4	-4
PP5 primary	4.2	0.8	1.3	4.4	.	5.0	-0.8	0.9
proCasp7 act	5	5	8	6	-6	-24	10	5
Fh CTSL1 inh	-3	1	1	-1	.	-6	0	-3

3 entries picked at random from those above:
21: COc1ccc2nc(SCC(=O)N3CCCCC3)c(C#N)cc2c1
4: O=S(=O)(NCC(c1cccnc1)N1CCN(c2ccc(F)cc2)CC1)c1cc(F)ccc1F (configuration not stated)
14: Cc1ccc(N2CC(C(=O)Nc3c4c(nn3C(C)(C)C)CS(=O)(=O)C4)CC2=O)cc1 (configuration not stated)
entry no.	21	4	14
HCV core dimer	12	0	-2
TPT1 inhibitor	-6	0	3
AHR act	11	1	1
PP1 counter	-3	1	-2
PAFAH2 inh	-6	-3	-3
procasp3 activ	-6	4	-4
PP5 primary	2.7	0.9	3.7
proCasp7 act	6	-2	4
Fh CTSL1 inh	-5	0	-4

More structures.
33: N/C(=N\NC(=O)c1cccs1)c1cc2cc(Cl)ccc2oc1=O
34: CCOC(=O)c1nn(-c2ccccc2)c(=O)c(C#N)c1C
35: CC1Nc2ccccc2C(=O)N1NS(=O)(=O)c1ccccc1 (configuration not stated)
36: COc1ccc(/C=N/Nc2ncccc2[N+](=O)[O-])c(OC)c1
37: COc1ccc(N(C)S(=O)(=O)c2cccc(C(=O)NC3CCCCC3C)c2)cc1 (configuration not stated)
38: O=C(O)c1cccc(-n2cccc2/C=C\[N+](=O)[O-])c1
39: CS(=O)(=O)c1ccc(-c2cc(Br)sc2-c2ccc(F)cc2)cc1
40: CCN(CC)c1ccc(C2C(C(=O)OC)=C(C)NC(C)=C2C(=O)OC)cc1
entry no.	33	34	35	36	37	38	39	40
HCV core dimer	-3	2	-7	-12	5	-2	-58	-3
TPT1 inhibitor	-1	0	3	0	1	-7	3	0
AHR act	3	2	2	1	2	2	-3	3
PP1 counter	0	8	0	-3	5	1	4	3
PAFAH2 inh	12	-4	3	1	3	-3	.	8
procasp3 activ	7	1	4	-4	0	-11	7	-8
PP5 primary	1.1	0.9	0.3	-1.1	2.0	-0.9	1.1	0.8
proCasp7 act	11	1	4	12	9	-5	1	2
Fh CTSL1 inh	-2	-5	1	0	-2	-1	-3	0

41: COc1ccc(-c2noc(C3CCCN(S(=O)(=O)c4cccc(Cl)c4C)C3)n2)cc1OC (configuration not stated)
42: COc1ccc(NC(=O)c2ccc(C)cc2Cl)c([N+](=O)[O-])c1
43: COc1ccc(OCc2cc(C(=O)N(C)C3CCOCC3)no2)c2ccccc12
44: O=C(O)C1=NN(c2c(F)c(F)cc(F)c2F)C(=O)CC1
45: Cc1ccccc1-c1nc(CS(=O)(=O)CC(=O)NCCCN2CCCC2)c(C)o1
46: Cc1ccccc1-n1c(=O)c2ccccc2n2cnnc12
47: Cc1ccc(-c2nnn(CC(=O)N(Cc3ccccc3)C(C(=O)NC3CCCC3)c3ccncc3)n2)o1 (configuration not stated)
48: CC(/C=C/c1ccco1)=N\NC(=O)C(O)c1ccccc1 (configuration not stated)
entry no.	41	42	43	44	45	46	47	48
HCV core dimer	3	0	7	4	6	0	3	-4
TPT1 inhibitor	-1	2	3	-1	-1	0	1	-2
AHR act	8	-5	16	0	0	-3	24	1
PP1 counter	-3	6	0	2	-2	0	-1	-2
PAFAH2 inh	-1	4	9	3	-7	2	-3	1
procasp3 activ	-3	0	8	-1	4	-3	4	4
PP5 primary	0.7	3.7	-1.4	-1.0	4.8	0.1	0.7	1.6
proCasp7 act	11	7	-3	0	-8	0	1	7
Fh CTSL1 inh	3	1	-4	2	1	4	-2	4

49: CC1=C/C(=N\OS(=O)(=O)c2ccccc2)C(C)=CC1=O
50: Cc1ccc(-c2n[nH]c(=O)c3ccccc23)cc1S(=O)(=O)Nc1ccccc1
51: CCCCN1C(=O)C2NN=C(C(=O)OC)C2C1=O (configuration not stated)
52: O=C(Nc1ccc2nc3n(c(=O)c2c1)CCCC3)c1ccccc1F
53: Cc1ccnc(NC(=O)c2ccc(Br)s2)c1
54: O=C(NC1CCCCCC1)C1CCCN(S(=O)(=O)c2cnc[nH]2)C1 (configuration not stated)
55: Cc1ccnc(NS(=O)(=O)c2ccc(NC(=O)CC(C)c3ccccc3)cc2)n1 (configuration not stated)
entry no.	49	50	51	52	53	54	55
HCV core dimer	-20	6	4	-5	9	4	9
TPT1 inhibitor	-9	-4	-2	1	3	-2	0
AHR act	4	2	0	-2	22	1	-2
PP1 counter	-1	2	0	0	2	-3	1
PAFAH2 inh	7	14	3	-1	2	1	7
procasp3 activ	-7	1	7	-9	-2	-5	2
PP5 primary	-0.2	1.7	-0.8	0.6	-1.2	0.0	1.4
proCasp7 act	-2	-1	4	-4	12	-6	8
Fh CTSL1 inh	6	-1	0	0	-2	-9	-1
